Bioassay records as filed in PubChem BioAssay.
CBFb-RUNX1 inh: blocks binding between human CBF-beta and RUNX1; AID 1477; AlphaScreen CBFb-His/RUNX1-biotin binding, biochemical; 230,000 tested, under 10 active; Potency, µM (series often up to 59.8 µM), inactives show top-dose activity, negative = inhibition, hits mostly inhibitors; further: % of control where 0% means no effect
Target sequence (Q01196 whole entry, looked up): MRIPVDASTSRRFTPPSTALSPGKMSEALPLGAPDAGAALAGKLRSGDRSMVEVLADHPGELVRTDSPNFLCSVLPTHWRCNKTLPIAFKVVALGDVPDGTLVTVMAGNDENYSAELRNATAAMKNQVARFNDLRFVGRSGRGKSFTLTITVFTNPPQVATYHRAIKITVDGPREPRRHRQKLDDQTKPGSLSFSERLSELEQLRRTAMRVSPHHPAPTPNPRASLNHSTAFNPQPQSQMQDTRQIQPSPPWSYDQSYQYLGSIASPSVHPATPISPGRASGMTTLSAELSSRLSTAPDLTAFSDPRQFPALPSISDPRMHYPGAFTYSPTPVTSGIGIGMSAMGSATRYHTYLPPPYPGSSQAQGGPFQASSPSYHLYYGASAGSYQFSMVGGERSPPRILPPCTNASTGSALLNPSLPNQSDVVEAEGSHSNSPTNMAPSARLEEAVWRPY
Target sequence (Q13951 whole entry, looked up): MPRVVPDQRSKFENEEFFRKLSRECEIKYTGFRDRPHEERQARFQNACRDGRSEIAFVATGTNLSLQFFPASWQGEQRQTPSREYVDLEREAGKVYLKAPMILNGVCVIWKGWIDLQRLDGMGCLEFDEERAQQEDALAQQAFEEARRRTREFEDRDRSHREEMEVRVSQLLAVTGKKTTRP
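Interaction loss through any mechanism counts as activity. Pre-formed complex of His-CBF-beta and biotin-RUNX1 (30 nM apiece) is incubated with compound 15 min, then with 50 ng nickel and 50 ng streptavidin beads for 90 min before AlphaScreen detection.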
Luc counter: blocks Kinase-Glo luciferase, a counter-screen artifact. Q27757. Kinase-Glo luciferase, ATP luminescence, 8 min. hit rate 0.28% among 200,000. Potency, µM (top dose mostly 38.3 µM), for the others: at the highest dose activity change, negative = inhibition, actives largely listed as inhibitors; further: potency means the concentration at half of the fitted maximal effect; on the % scale 0 is the no-effect control and ±100 the full control effect; nearly all actives have a fitted effect of over 60% in size
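Kinase-Glo luciferase light output from ATP and luciferin was measured with 10 uM ATP, within the enzyme's linear range. Buffer: 50 mM imidazole pH 7.2, 50 mM KCl, 7 mM MgCl2, 0.01% Tween 20, 0.05% BSA; luminescence read after 8 min at ambient temperature.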
HTT aggregate: inhibitors of mutant huntingtin aggregate formation in PC12 cells. PC12 HttQ103-GFP aggregates, Acumen cytometry, 40 h. Potency, µM (top dose mostly 46.1 µM), inactives show at the highest dose activity change, negative = inhibition, hits mostly inhibitors. hit rate 1.1% among 220,000; further: potency means the concentration at half of the fitted maximal effect; on the % scale 0 is the no-effect control and ±100 the full control effect; nearly all actives have a fitted effect of over 60% in size
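PC12/HTTQ103-GFP, ecdysone-inducible; teb 100 nM; cpd qHTS titration; GFP aggregates read on laser cytometer, Ex 488/Em 500-530 nm.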
HTT ATP protect: Huntington cell model cytoprotection by ATP luminescence; AID 1471; hit rate 0.14% among 230,000; Potency, µM (series often up to 56.4 µM), without a hit: cytoprotection (ATP increase), most hits filed as activators; PC12 HTT-Q103 induced, cytoprotection, ATP luminescence, 40 h;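 further: potency means the concentration at half of the fitted maximal effect; % of control where 0% means no effect; nearly all actives have a fitted effect of over 45% in size; toxic huntingtin expression switched on by the ecdysone agonist tebufenozide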
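Readout: ATPlite luminescence (ATP level). Model: stable PC12, inducible Htt exon1 Q103-GFP. Inducer: tebufenozide, 100 nM final. Compounds: dose series. No G418 in medium.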
SMN2 splice enh: enhancers of SMN2 splice variant expression; Potency, µM (series often up to 46.1 µM), for the others: at the top dose activity change, positive = activation, usual class: activators; HEK293 SMN2-luciferase splicing reporter, luminescence, 30-36 h; hit rate 2.8% among 210,000; AID 1458; further: potency means the concentration at half of the fitted maximal effect; % of control where 0% means no effect; nearly all actives have a fitted effect of over 55% in size
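HEK293 cells carry an SMN2 minigene-luciferase reporter in which exon 7 inclusion puts luciferase in frame. Cells were seeded at 2000 cells/well, attached for 10-12 hours, then exposed to compounds for 30-36 hours at 37C before ONE-Glo luminescence.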
IMPase Li cell: membrane-permeable IMPase blocker, potentiated with lithium; Potency, µM (titrated, usually from 59.4 µM), without a hit: top-dose activity, negative = IMPase inhibition, usual class: inhibitors; CHO-M1 cells, IP1 TR-FRET (IP-One), carbachol + lithium; hit rate 0.35% among 210,000;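 further: IP1 builds up when IMPase is blocked and the TR-FRET signal falls; potency means the concentration at half of the fitted maximal effect; plate controls were basal vehicle for no effect and high inhibitor control for full effect; nearly all actives have a fitted effect of over 50% in size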
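Steps: plate 2000 CHO-M1 cells per well and culture 16–30 h; add compound and lithium; incubate 30 min, 37C; add d2-IP1 tracer and Eu cryptate anti-IP1 antibody in lysis buffer; read after 10 min at room temperature.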
LMNA splice mod: changes lamin A minigene splicing in HeLa cells; hit rate 0.01% among 200,000; Potency, µM (titrated, usually from 46.1 µM), inactives show top-dose ratio change, negative = inhibition, hits mostly inhibitors; HeLa LMNA splicing GFP/RFP minigene ratio, 48 h; AID 1487; active means well fitted inhibition curve with a large enough effect in the signal ratio, with a control signal flat, not every such curve was filed as active; inconclusive means small, poorly fitted or top-dose-only effect, or effect the other way, or a change in a side signal; the % refers to the signal ratio; further: potency means the concentration at half of the fitted maximal effect; on the % scale 0 is the no-effect control and ±100 the full control effect
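Read-out is the ratio of GFP to DsRed2 object intensity, acquired by 488 nm laser-scanning cytometry on HeLa lamin A-EGFP minigene reporter cells. Compound incubation 48 hrs at 37 °C in Opti-MEM with 2% FBS; DMSO 0.5% final.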
The depositor's hits bear a star; ? = inconclusive; . = not tested or not shown; [ ] = remark or other dose. Unless noted, the call rests on the fitted dose curve; in most records, active means well fitted curve in the direction sought with a large enough effect; inconclusive means small, poorly fitted or top-dose-only effect, or another doubt; inactive means no such curve, though single readings can be large; an effect the other way counts as inactive or inconclusive.

SMILES | CBFb-RUNX1 inh | Luc counter | HTT aggregate | HTT ATP protect | SMN2 splice enh | IMPase Li cell | LMNA splice mod
O=C(COC(=O)CNC(=O)c1ccc(Br)cc1)NCCC1=CCCCC1 | 23% | 0% | 11% | 6%[10 µM] | -5% | -7% | 6%[46 µM]
CN1CCN(c2ccc(CNS(=O)(=O)c3ccsc3)cc2)CC1 | 1% | . | 8%[9.22 µM] | 30%[10 µM] | . | . | .
COC1=C(C(=O)c2ccccc2)C(=O)C2(CC=C(C)C)C[C@H](C(=O)OCC(F)(F)F)C(C)(C)[C@@]1(CC=C(C)C)C2=O (tested in a mixture with another compound) | -6% | 3% | . | ? | -10% | 19% | .
CSc1ccc(S(=O)(=O)Nc2ccc(N3CCOCC3)c(Cl)c2)cc1 | -2% | 5% | ? | 13% | -47%[inhibitor] | 29%[38.3 µM] | ?
CCOC(=O)C(NC(=O)c1ccc(F)cc1)(Nc1sc2c(c1C(N)=O)CCC2)C(F)(F)F (centres undefined) | -2% | 4% | 1% | 28%[10 µM] | 1% | 8% | 10%
Nc1c(C(=O)O)sc2nc(-c3ccccc3)cc(-c3ccccc3)c12 | -6% | . | -5%[9.22 µM] | -1%[10 µM] | . | . | .
O=C(C1Cc2ccccc2CN1S(=O)(=O)c1cccs1)N1CCCCCC1 (centres undefined) | 13% | 2% | 6% | 8%[10 µM] | ? | 7%[38.3 µM] | -9%
CN1C(=O)c2ccc(NC(=S)NC(=O)C(C)(C)C)cc2C1=O | 10% | . | 7% | 6%[10 µM] | . | . | -1%
CC(Oc1ccc(Br)cc1)C(=O)N1CCc2ccccc21 (centres undefined) | -5% | 4% | -25% | -8%[0.074 µM] | -38%[inhibitor] | 12% | ?
O=C(O/N=C(\c1ccccc1)c1ccccn1)c1ccc(Cl)c(Cl)c1 | 1% | 7% | -7% | 17%[10 µM] | -26% | 8% | -4%
O=C(O)c1ccccc1S(=O)CCO (centres undefined) | 1% | 3% | 6% | 4% | -6% | 17%[38.3 µM] | 14%
O=C(c1cc(S(=O)(=O)N2CCCCC2)ccc1F)N1CCCCC1 | 6% | -3% | 10% | -23% | -1% | 7%[38.3 µM] | 6%

Sorted by SMILES length (rising): some entries from above.
SMILES | CBFb-RUNX1 inh | Luc counter | HTT aggregate | HTT ATP protect | SMN2 splice enh | IMPase Li cell | LMNA splice mod
O=C(O)c1ccccc1S(=O)CCO (centres undefined) | 1% | 3% | 6% | 4% | -6% | 17%[38.3 µM] | 14%
O=C(c1cc(S(=O)(=O)N2CCCCC2)ccc1F)N1CCCCC1 | 6% | -3% | 10% | -23% | -1% | 7%[38.3 µM] | 6%
O=C(COC(=O)CNC(=O)c1ccc(Br)cc1)NCCC1=CCCCC1 | 23% | 0% | 11% | 6%[10 µM] | -5% | -7% | 6%[46 µM]

The main list resumes, repeating the 2 entries before the break.
SMILES | CBFb-RUNX1 inh | Luc counter | HTT aggregate | HTT ATP protect | SMN2 splice enh | IMPase Li cell | LMNA splice mod
O=C(O)c1ccccc1S(=O)CCO (centres undefined) | 1% | 3% | 6% | 4% | -6% | 17%[38.3 µM] | 14%
O=C(c1cc(S(=O)(=O)N2CCCCC2)ccc1F)N1CCCCC1 | 6% | -3% | 10% | -23% | -1% | 7%[38.3 µM] | 6%
CC1CN(Cc2ccccc2)c2nc3c(c(=O)n(C)c(=O)n3C)n2C1 (centres undefined) | -6% | 2% | -4% | -27% | -17% | 10%[38.3 µM] | 10%
COC(=O)c1ccc(S(=O)(=O)N2CCN(CCO)CC2)n1C | 6% | . | -5%[9.22 µM] | 16%[10 µM] | . | . | .
O=C1OCC/C1=C\OCCCO/C=C1\CCOC1=O | 6% | . | 8%[9.22 µM] | -3%[10 µM] | . | . | .
Cc1ccc(-c2nnc(OCC3CCCO3)c3ccccc23)cc1 (centres undefined) | 10% | -5% | 2%[9.22 µM] | -8%[10 µM] | . | 13% | .
COC(=O)CN1C(=S)N(Cc2ccccc2)C(=O)C1CC(=O)Nc1ccc(Br)cc1 (centres undefined) | -1% | -5% | -16% | -21% | ? | -6%[38.3 µM] | ?
O=C(N1CCCCCC1)N1CCN(S(=O)(=O)c2ccccc2)CC1 | 7% | 6% | -11%[9.22 µM] | 18% | -11% | 1%[38.3 µM] | 6%
CCCc1c(O)nc(SCC(=O)NCCc2ccc(OC)c(OC)c2)[nH]c1=O | 4% | -1% | 1% | -8% | -39%[inhibitor] | 11%[38.3 µM] | 6%
COc1ccc(-c2csc(-c3[nH]cnc3N)n2)cc1 | -4% | -6% | -20% | -21% | ? | -3% | ?
COc1cc(OC)cc(C(=O)N[C@H](C(=O)OCC(=O)Nc2ccc(C)cc2C)C(C)C)c1 | -3% | 1% | 4% | 4%[10 µM] | 6% | 10% | -4%
COc1ccc(-c2nc3cc(NC(=O)c4ccc5c(c4)OCO5)ccc3o2)cc1 | -2% | . | -17% | -10% | . | . | -3%
CCCCN(c1ccccc1)S(=O)(=O)N(C)C | 7% | -3% | 7% | 7%[10 µM] | 9% | 11% | ?
O=C(CNC(=O)Cn1ccc2ccccc2c1=O)NCCCN1CCCCCC1 | -7% | 4% | ? | 22% | 19% | 28%[38.3 µM] | 3%
Cc1c(Cl)cccc1NC(=O)Nc1ccn(C)n1 | 1% | 2% | 2% | -8%[10 µM] | 7% | 3% | 7%
COc1ccc(Cl)cc1NC(=S)N(Cc1ccccc1C)CC1CCC(C(=O)O)CC1 (centres undefined) | 1% | . | 15% | -10% | . | -4% | .
CCC1SC2=NC(C)=C(C(=O)OC)C(c3ccc(C)cc3)N2C1=O (centres undefined) | -8% | 3% | 14% | -2% | -24% | 28%[38.3 µM] | 6%
CCN(C(=O)CN1c2ccccc2CC1C)c1c(N)n(Cc2ccccc2)c(=O)[nH]c1=O (centres undefined) | 5% | 0% | -11% | -17% | 0% | -1% | -7%[46 µM]
Nc1nnc(Cc2cccc(Br)c2)s1 | 12% | . | 6%[9.22 µM] | 3%[10 µM] | . | . | .
COc1ccc(CN(C)C(C)C(=O)Nc2ccc(S(=O)(=O)N3CCOCC3)cc2)c(OC)c1 (centres undefined) | -1% | 3% | -11% | . | 2% | 15% | .
Oc1c(Cl)cccc1C=Nc1cc(C(F)(F)F)ccc1N1CCCC1 | -9% | 5% | -10% | 4% | 21% | 1%[38.3 µM] | ?
Cc1nc2ccccc2c2oc(C(=O)Nc3ccc(C(C)C)cc3)cc12 | 3% | 1% | ? | -97%[inhibitor] | -42%[inhibitor] | 5% | .
Cc1c(C2(O)C(=O)Nc3ccc(F)cc32)c(=O)n(-c2ccccc2)n1C (centres undefined) | -1% | 6% | ? | 17% | ? | 14%[38.3 µM] | 2%
C/C(=N\Nc1ccc(S(=O)(=O)Nc2ccccc2)cc1[N+](=O)[O-])c1ccc(N2CCOCC2)cc1 | -13% | -10% | 2% | -26% | -5% | 2% | 10%[46 µM]
Clc1ccc(CO/N=C2\CCCc3nonc32)cc1 | 21% | 3% | -14% | 29%[10 µM] | 12% | 2% | -6%
CCOC(=O)C1=C(C)NC(C)=C(C(=O)OCC)C1/C=C/c1ccccc1 | 27% | 3% | 20% | -2%[10 µM] | 12% | 18% | -30%
Cc1cc(C2(c3cc(C)c(O)c(C(=O)O)c3)OS(=O)(=O)c3ccccc32)cc(C(=O)O)c1O | . | -8%[7.66 µM] | . | -3%[10 µM] | -2%[9.22 µM] | 6% | .
O=C(CCS(=O)(=O)c1ccc(Br)cc1)N1CCN(c2ccc(Cl)cc2)CC1 | -3% | 3% | -29% | -48%[inhibitor] | -57%[inhibitor] | 9%[38.3 µM] | ?
CC(=O)c1ccc(NS(=O)(=O)c2ccccc2)cc1 | 3% | 4% | 27% | 2%[10 µM] | -9% | 11%[38.3 µM] | -19%
Cc1cc(NC(=O)COc2c(C)cccc2C)no1 | 9% | . | 8%[9.22 µM] | 19%[10 µM] | . | 6% | .
CCCc1cc(-c2nc(-c3ccc(C)cc3)cs2)ccn1 | 13% | 0% | 17% | 28%[0.074 µM] | -22% | 6% | -9%
Cc1c(C(=O)NCCSCc2cccc(C(F)(F)F)c2)cnn1-c1ccc(Cl)cc1 | -1% | . | 2%[9.22 µM] | -3%[10 µM] | . | . | .
O=C(NCc1ccco1)c1ccc2c(c1)N(Cc1ccccc1)C(=O)CS2=O (centres undefined) | -4% | 1% | -11% | 3%[10 µM] | 5% | 2% | -4%
CCCCCC1C(=O)CCC1CC(=O)O (centres undefined) | . | 1% | . | . | -5% | -8% | -5%
COc1cc2c(cc1NC(=O)COC(=O)CNS(=O)(=O)c1ccc(C)cc1)oc1ccccc12 | 1% | 1% | 2% | 1%[10 µM] | 27% | 0% | -5%
CCOc1cc(C)nc(NCCc2ccc(OC)c(OC)c2)n1 | -2% | 0% | -20% | -15%[10 µM] | -4% | 28%[38.3 µM] | -15%
Cc1ccc(NC(=O)CCS(=O)(=O)c2ccc(Br)cc2)nc1 | 14% | -1% | 1% | 30%[10 µM] | -7% | 3% | 4%
CCC(Cc1ccccc1)NC(=O)C1CCN(S(=O)(=O)c2c(C)noc2C)CC1 (centres undefined) | 9% | 2% | -14% | 14% | -9% | 25%[38.3 µM] | 5%
CC1CCCC(C)N1C(=O)CSc1nnc(CSc2ncccn2)n1C (centres undefined) | 1% | -6% | -6% | 4%[10 µM] | 3% | -12%[38.3 µM] | 1%
COc1ccc(S(=O)(=O)N2CCN(C(=O)COc3ccccc3)CC2)cc1 | 15% | 0% | 0%[9.22 µM] | 2%[10 µM] | . | -5% | 3%[46 µM]
CCNC(=O)C1CC(=O)N(c2ccc(OCC)cc2)C1 (centres undefined) | 6% | 0% | -1% | -26% | 5% | -5%[38.3 µM] | -1%
CC(CN(C)Cc1ccccc1)OC(=O)c1ccc2c(c1)OCCO2 (centres undefined) | 13% | 5% | -1% | 2%[10 µM] | -1% | 4% | 1%
O=C(c1cc(C(F)(F)F)cc(C(F)(F)F)c1)N1CCC2(CC1)CN(c1ncccn1)C2 | . | -2% | . | -32%[inhibitor] | -1% | -1% | .
